# SRC1 TRFRET art: TR-FRET artefact, counter-screen to PPARgamma/SRC-1 agonist assay. 0.34% of 99,000 active. TR-FRET detection artefact counter-screen, emission ratio; hits give high values. AID 1051. TR-FRET ratio at 8 µM; in the data active = TR-FRET ratio above about 2300; note: inactives centre near 1800; reference of the scale not given here
# SRC3 TRFRET art: flags TR-FRET format artefacts in PPARgamma SRC-3 recruitment agonist screen. TR-FRET artefact counter-screen, PPARgamma/SRC-3 format; hits give high values. TR-FRET ratio at 8 µM. 0.39% of 99,000 active; in the data active = TR-FRET ratio above about 2000; note: inactives centre near 1600; reference of the scale not given here
# * = called active by the depositor; i = inactive. An excerpt, so the mix of outcomes need not match the whole.
# Sample of the layout, 7 compounds:
# Results follow in this order: SRC3 TRFRET art | SRC1 TRFRET art
COc1ccc(S(N)(=O)=O)cc1N(C)S(=O)(=O)c1ccccc1
    1686 | 1755
Cc1ccc(-c2csc3ncnc(SCc4ccc(C(=O)O)cc4)c23)cc1
    1562 | 1547
Cc1cc(OCC(=O)O/N=C(\N)c2ccccc2)ccc1Br
    1520 | 1667
COc1cc(C(=O)N=c2sc3ccccc3n2C)cc(OC)c1OC
    1868 | 1851
CCCc1cc(C(=O)NNC(=S)Nc2cccc(C)c2)cs1
    1640 | 1584
Cc1ccc(SCC(=O)Nc2ccccc2C(=O)N2CCOCC2)cc1
    1431 | 1754
CCN(CC)CCn1c(SCC(=O)Nc2cccc(OC)c2)nc2c(sc3ccccc32)c1=O
    1344 | 2064

# Results, repeating the preview:
# Results follow in this order: SRC3 TRFRET art | SRC1 TRFRET art
COc1ccc(S(N)(=O)=O)cc1N(C)S(=O)(=O)c1ccccc1
    1686 | 1755
Cc1ccc(-c2csc3ncnc(SCc4ccc(C(=O)O)cc4)c23)cc1
    1562 | 1547
Cc1cc(OCC(=O)O/N=C(\N)c2ccccc2)ccc1Br
    1520 | 1667
COc1cc(C(=O)N=c2sc3ccccc3n2C)cc(OC)c1OC
    1868 | 1851
CCCc1cc(C(=O)NNC(=S)Nc2cccc(C)c2)cs1
    1640 | 1584
Cc1ccc(SCC(=O)Nc2ccccc2C(=O)N2CCOCC2)cc1
    1431 | 1754
CCN(CC)CCn1c(SCC(=O)Nc2cccc(OC)c2)nc2c(sc3ccccc32)c1=O
    1344 | 2064
COc1ccc(-c2cc(C(F)F)n3ncc(C(=O)Nc4cc(C)on4)c3n2)cc1
    1558 | 2120
NC(=O)c1ccsc1NC(=O)Cc1ccc([N+](=O)[O-])cc1
    1664 | 1805
O=C(c1cc(-c2ccccn2)nc2ccccc12)N1CCN(c2ncccn2)CC1
    1620 | 2038
Cc1ccccc1C(=O)Nc1ccc(O)cc1C(=O)O
    1487 | 1455
CCCCCOC(=O)NC1CCS(=O)(=O)C1 (stereo unspecified)
    1585 | 1752
O=C(NCc1ccco1)c1ccc(Cl)c(S(=O)(=O)Nc2ccccc2)c1
    1687 | 2172
COc1ccc2cc(CN(CC3CCCO3)C(=S)NCc3ccco3)c(=O)[nH]c2c1 (stereo unspecified)
    1844 | 1947
NC(=O)[C@@H]1CCCCNc2c(I)cc([N+](=O)[O-])cc2C(=O)N[C@@H](CCC(=O)O)C(=O)N[C@@H](CO)C(=O)N1
    1793 | 1669
Cn1cc(C2N3CC4(C)CN2CC(C)(C3)C4=O)c2ccccc21 (stereo unspecified)
    1510 | 1812
Cc1cc(C)n(-c2ccc(C(=O)NCCCN3CCOCC3)cc2)n1
    1552 | 1725
Cc1cccc(NC(=O)CN2C(=O)N/C(=C\c3cccn3-c3cccc(C(=O)O)c3)C2=O)c1
    1645 | 1789
CC(NC(=O)c1cc2ccccc2o1)c1ccccc1 (stereo unspecified)
    1557 | 1858
COc1ccc(O)c(C(=O)c2cnn(C(=O)c3cc(C)oc3C)c2)c1
    1579 | 1946
Cc1ccc(NC(=S)N(N)CCO)cc1
    1409 | 1714
Cc1cc(NC(=O)C2CC2)n(-c2nc3ccccc3s2)n1
    1424 | 1424
Cc1noc(C)c1N=Nc1ccccc1C(=O)O
    1528 | 1940
O=C(NNc1nc2cc3c(cc2s1)OCO3)c1cccc(F)c1
    1530 | 1620
COC(=O)C1=NN(c2ccccc2)C2C(=O)N(c3ccccc3OC)C(=O)C12 (stereo unspecified)
    1594 | 2203
O=S1(=O)C[C@H]2NC(=S)N(c3ccccc3)[C@H]2C1
    1497 | 1699
COC(=O)c1sc(NC(=O)c2c(F)cccc2F)c(C#N)c1C
    1612 | 1942
O=C(CC1S/C(=N/N=C/C=C/c2ccccc2)NC1=O)Nc1ccc(C(=O)O)cc1 (stereo unspecified)
    1732 | 1942
Cc1cccc(NC(=O)c2ccc([N+](=O)[O-])s2)c1C
    1307 | 1828
CCCn1c(=O)c(C(=O)NNS(=O)(=O)c2ccc(Cl)cc2)c(O)c2ccccc21
    1616 | 2047
Cc1cc(C)cc(NC(=O)c2ccc([N+](=O)[O-])o2)c1
    1459 | 1682
COc1ccc(OC)c(NC(=O)CSc2nnc(C3CCCCC3)o2)c1
    1668 | 2068
c1ccc(-c2nccc(-c3ccco3)n2)nc1
    1323 | 1677
O=C(NN1CCOCC1)c1cccc2ccccc12
    1382 | 1905
CSC(=N/N=C(\N)c1cnccn1)SC
    1454 | 1815
CC(C)(C)OC(=O)N1CCC(C(N)=O)CC1
    1531 | 1825
CCCOc1ccccc1N1C(=O)CC(N(O)c2ccccc2)C1=O (stereo unspecified)
    1596 | 2047
O=C(Nc1cccc(NC(=O)c2ccco2)c1)c1ccc2c(c1)OCCO2
    1532 | 1788
CCN(CCNC(=O)C1CCN(S(=O)(=O)c2c(C)noc2C)CC1)c1ccccc1
    1432 | 1670
CC(=O)c1ccc(N2CCN(C(=O)Nc3ccc(Cl)cc3)CC2)cc1
    1484 | 1790
CCCCC1S/C(=N/N=C/c2ccco2)NC1=O (stereo unspecified)
    1501 | 1684
COCCCNC(=O)CCn1c(=O)c2ccccc2n(CC(=O)NCCc2ccc(OC)c(OC)c2)c1=O
    1634 | 1669
CC(O)CNCCCOc1ccc(Cl)cc1C(C)(C)C (stereo unspecified)
    1552 | 1607
CCOc1ccc(NC(=S)N2CCN(c3ccc(N4CCOCC4)nn3)CC2)cc1
    1715 | 1800
CC(=O)c1ccc(N2CCN(C(=O)CCN3C(=S)NC(C)(C)CC3C)CC2)cc1 (stereo unspecified)
    1694 | 1660
O=C(/C=C/c1ccccc1)Nc1ccc(CN2CCOCC2)cc1
    1479 | 1660
COc1cccc(/C=C2\SC(=S)N(N3C(=O)CCCC3=O)C2=O)c1
    1356 | 1495
Cc1c(C(=O)C(=O)NCc2cccs2)c2ccccc2n1C
    1502 | 1672
O=C(NCc1ccncc1)C1=NN(c2ccccc2)C(=O)CC1
    1392 | 1968
C=CCn1c(SCC(=O)NC(=O)c2cccn2C)nc2ccccc2c1=O
    1421 | 1689

# (continued)
# Results follow in this order: SRC3 TRFRET art | SRC1 TRFRET art
N#CCC(=O)Nc1ncc(Cc2ccccc2Cl)s1
    1512 | 1928
CCN(C(=O)CSc1nnc(C)n1-c1ccccc1)C1CCS(=O)(=O)C1 (stereo unspecified)
    1458 | 1812
Cc1cc(C)cc(OC(=O)CCN2C(=O)C3C4C=CC(C5CC45)C3C2=O)c1 (stereo unspecified)
    1525 | 1652
CCc1c(C)nc2ccc(Br)cc2c1SCCC#N
    1885 | 2150
COC(=O)N/N=C(\C)c1ccc2ccccc2c1OC(F)F
    1703 | 2051
CCN1C(=O)/C(=c2\s/c(=C3\Sc4ccccc4N3C)c(=O)n2C)N(C)C1=S
    1801 | 1710
COc1cc(NC(=O)COc2ccc(-n3ccnc3)cc2)cc(OC)c1
    1494 | 1588
COC(=O)/C(=N/Nc1cccc(C)c1)N1CCCc2ccccc21
    1803 | 1902
CC(=O)C1=C(O)C(=O)N(CCc2ccccc2)C1c1ccccc1[N+](=O)[O-] (stereo unspecified)
    1572 | 1750
COc1cc(C(=O)Nc2ccc(S(=O)(=O)Nc3cc(C)nc(C)n3)cc2)cc(OC)c1OC
    1380 | 1575
O=C(NCCCNCc1ccccc1)c1ccccn1
    1648 | 1948
COC(CNC(=O)c1ccc(N2CCc3ccccc32)c([N+](=O)[O-])c1)OC
    1507 | 1640
Cc1cc(C)n(-c2ccc(C(=O)Nc3cccc(S(=O)(=O)N(C)C)c3)cc2)n1
    1399 | 1850
CCOC(=O)N1CCN(C(=O)COc2cccc3c2CCN(Cc2cccc(C)c2)C3=O)CC1
    1368 | 1460
Cc1ccccc1Oc1cc(NC(=O)Cn2cnc([N+](=O)[O-])c2)cc([N+](=O)[O-])c1
    1653 | 1779
O=C(O)C1CC=CCC1C(=O)Nc1ccccc1C(=O)N1CCN(c2ccc(Cl)cc2)CC1 (stereo unspecified)
    1639 | 1635
CN(Cc1ccc(F)cc1)C(=O)c1cccc(OC2CCN(C3CCCC3)CC2)c1
    1530 | 2045
C=CCn1c(C)cc(C(=O)COC(=O)[C@@H](NC(=O)c2ccccc2Cl)C(C)C)c1C
    1458 | 1898
COc1ccc(C(=O)NCC(=O)OCc2ccc(F)cc2)cc1
    1592 | 1738
CC(C)(C)C1CCC(OCC(O)CN2CCN(c3ccccn3)CC2)CC1 (stereo unspecified)
    1513 | 1622
CC(C)OC(=O)CSc1nnc(COc2ccc([N+](=O)[O-])cc2)n1C
    1613 | 1825
O=C1c2cccnc2C(Nc2ccc(F)c(Cl)c2)N1Cc1cccs1 (stereo unspecified)
    1411 | 1933
COc1ccc(C)cc1S(=O)(=O)N(C)CC(=O)NC1CCCC1
    1493 | 1709
CCN(CCO)Cc1csc2ccc(C(C)(C)C)cc12
    1370 | 1510
FC(F)(F)Oc1ccc(NC(=S)NCCCN2CCOCC2)cc1
    1432 | 1712
CCn1ccnc1CN(C)Cc1nc(-c2ccccc2)no1
    1578 | 1559
O=C(c1ccccc1)N1N=C(c2ccccc2)CC1c1ccc2nccnc2c1 (stereo unspecified)
    1535 | 1641
Cc1ccc(N/C=C(\C#N)S(=O)(=O)c2ccccc2)cc1
    1445 | 1407
CCCCC(=O)NC(NC(=O)CCCC)c1ccc(OCC(C)C)c(OC)c1
    1645 | 1568
O=C(NCCN1CCC(Cc2ccccc2)CC1)C1CCN(S(=O)(=O)N2CCC3(CC2)OCCO3)CC1
    1531 | 2018
CC1=C(C(=O)Nc2ccc(C)cc2C)C(c2cccc([N+](=O)[O-])c2)n2nc(C(=O)OC(C)C)nc2N1 (stereo unspecified)
    1524 | 1690
O=C(CCl)c1ccc2c(c1)CCN2C(=O)C1CC1
    1660 | 1847
C=CCn1c(-c2cc3c(s2)CCC(CC)C3)n[nH]c1=S (stereo unspecified)
    1899 | 1883
CCN(CC(=O)Nc1ccc(Cl)c(S(=O)(=O)N(C)C)c1)Cc1nc2ccccc2c(=O)[nH]1
    1699 | 1690
CCOC(=O)N1CCN(C(=O)Cc2ccc(Cl)cc2)CC1
    1596 | 1919
Cc1c(C(=O)Nc2ccccc2C(=O)N2CCOCC2)cccc1[N+](=O)[O-]
    1539 | 1783
Cc1cc(=O)oc2cc(OCC(=O)c3ccc4c(c3)NC(=O)CO4)ccc12
    1704 | 1833
O=C(O)CCC(=O)Nc1ccccc1C(=O)N1CCN(c2ccc(Cl)cc2)CC1
    1716 | 1600
Cc1ccc(Nc2n[nH]c(C)c2[N+](=O)[O-])c(C)c1
    1694 | 1810
O=C(Nc1ccc(S(=O)(=O)Nc2ccccn2)cc1)C(F)(F)F
    1485 | 1837
Cc1ccc(-n2c(N)c(S(=O)(=O)c3ccccc3)c3nc4ccccc4nc32)cc1
    1752 | 2144
O=C(NC1CC1)c1sc2cc([N+](=O)[O-])ccc2c1Cl
    1403 | 2235
Cc1ccc(CNC(=O)C2CC(=O)N(CCC(C)C)C2)cc1 (stereo unspecified)
    1515 | 1957
O=C(c1ccccc1)c1cccs1
    1711 | 1811
Cc1nc2ncnn2c(C)c1C/C=C/c1ccccc1
    1582 | 1765
O=C(NCc1ccco1)c1nc(-c2ccc(F)cc2)no1
    1798 | 2000
Cc1ccc(C(O)(C(=O)NNc2ccccn2)c2ccc(C)cc2)cc1
    1601 | 1415
O=C(NC(=S)Nc1cccc2cnccc12)c1ccccc1
    1675 | 1938
CCc1c(C)sc(NC(=O)c2cc(C(C)C)on2)c1C#N
    1713 | 1838
O=C(CN1CCCC1)Nc1cc(C(F)(F)F)ccc1Cl
    1589 | 1937

# Going on with the list.
# Results follow in this order: SRC3 TRFRET art | SRC1 TRFRET art
Cn1ccnc1Sc1nc2ccccc2nc1NS(=O)(=O)c1ccccc1
    1969 | 1840
CC(NC(=O)c1ccc(N(C)C)cc1)c1ccc(F)cc1 (stereo unspecified)
    1298 | 1865
O=C(O)C1CC=CCC1C(=O)Nc1ccc(N2CCN(Cc3ccccc3)CC2)cc1 (stereo unspecified)
    1568 | 1949
COc1ccccc1N1CCN(Cc2ccc(Br)o2)CC1
    1241 | 1688
O=C(CSc1nc2ccccc2c(=O)n1-c1ccccc1F)Nc1ccc2c(c1)CCC2
    1700 | 1759
CC(=O)OC[C@H]1O[C@H](C/C=N/OC[C@@H](O)[C@H]2O[C@@H]3OC(C)(C)O[C@@H]3[C@H]2O)C=C[C@@H]1OC(C)=O
    1652 | 1474
Cc1ccc(-c2ccc(SCC(=O)Nc3ccc4c(c3)OCCO4)nn2)cc1
    1610 | 1702
Cc1nc([N+](=O)[O-])c(Br)n1CC(=O)c1cccc([N+](=O)[O-])c1
    1455 | 1669
COc1ccc(CC(=O)NNS(=O)(=O)c2ccccc2)cc1OC
    1624 | 1761
CCc1nnc(NC(=O)c2oc3cc(C)c(C)cc3c2C)s1
    1655 | 1811
COC(=O)c1ccc(Sc2ccccn2)c([N+](=O)[O-])c1
    1426 | 1694
CC(C)CN1C(=O)C(NC(=O)C2CC2)(C(F)(F)F)C2=C1CC(C)(C)CC2=O (stereo unspecified)
    1469 | 1723
COc1ccccc1NS(=O)(=O)c1ccc(OC)c([N+](=O)[O-])c1
    1396 | 1590
CC(C)c1cc(C(=O)N/N=C/c2cccnc2)cs1
    1541 | 1569
Cc1cccc(C)c1NC(=O)CNCC(=O)N(C)C
    1616 | 1961
CC(C)CN1C(=O)C(=O)N(CC(=O)NC2CCCc3ccccc32)C1=O (stereo unspecified)
    1499 | 1770
Cc1cccc(Oc2nc3c(c(=O)n(C)c(=O)n3C)n2C)c1
    1593 | 1922
Cc1ccc(NC(=S)N/N=C/c2ccc([N+](=O)[O-])s2)cc1
    1471 | 1992
CC(=O)N1N=C(N)SC1(C)C
    1568 | 1623
c1ccc(CNc2ncnc3c2ncn3C2CCCCO2)cc1 (stereo unspecified)
    i | i
O=C(O)c1ccccc1-c1nc2cc(Cl)ccc2c(=O)n1O
    1409 | 1596
O=[N+]([O-])c1ccc(O)c2ncccc12
    1650 | 1768
COc1cc(SC)ccc1C(=O)N1CC(C)OC(C)C1 (stereo unspecified)
    1643 | 1685
